Screening data from PubChem BioAssay.
Mcl1-Bid inh – disrupts binding of human Mcl-1 to Bid peptide. TR-FRET Mcl-1/Bid-Dy647 peptide binding, 1536-well. actives 0.97% (n = 220,000). inhibition, % at 21.7 µM. Q07820;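 active = compounds that cut the binding signal by more than half at the single screening dose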;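 also: His-tagged Mcl-1 with europium anti-His antibody binding Bid BH3 peptide; 0% = Mcl-1 plus peptide wells and 100% = peptide-only wells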
Target sequence (Q07820 whole entry, looked up): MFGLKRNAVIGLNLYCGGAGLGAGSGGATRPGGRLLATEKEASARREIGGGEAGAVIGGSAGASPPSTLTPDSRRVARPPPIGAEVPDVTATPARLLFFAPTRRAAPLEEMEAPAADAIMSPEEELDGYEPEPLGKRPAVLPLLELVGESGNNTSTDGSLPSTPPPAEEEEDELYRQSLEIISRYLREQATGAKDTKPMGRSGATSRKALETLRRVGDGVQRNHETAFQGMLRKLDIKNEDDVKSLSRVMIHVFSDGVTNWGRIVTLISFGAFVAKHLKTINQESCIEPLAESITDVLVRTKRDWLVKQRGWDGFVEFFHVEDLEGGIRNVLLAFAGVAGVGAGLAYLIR
Pf gamet viab – inhibitors of late stage P. falciparum gametocyte viability. actives 0.065% (n = 150,000). AID 743093. inhibition, % at 10.9 µM. P. falciparum stage V gametocytes, ATP luminescence, 24 h;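 active = inhibition above the mean plus 3 SD of compounds within the control limits, set per campaign, cut at about 38% in these data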;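 also: 0% = DMSO wells and 100% = medium only without gametocytes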
Avidin fluor – avidin bead compound fluorescence profile; Avidin beads, compound fluorescence 488/530 nm, flow cytometry; stronger effect = higher value; fluorescence (KMESF) at 10 µM; actives 0.38% (n = 220,000); in the data active = fluorescence above about 47; also: inactives centre near 10
Mcl1 Noxa PPI – disrupts binding of human Mcl-1 to Noxa peptide | TR-FRET Mcl-1/Noxa peptide binding, 2 h | inhibition, % at 21.7 µM | actives 1.5% (n = 220,000) | AID 1022;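 active = compounds that cut the protein-peptide binding signal by more than 50% relative to plate controls in a single-dose test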;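 also: His-tagged Mcl-1 with rhodamine Noxa BH3 peptide and terbium anti-His antibody; 0% = Mcl-1 plus Noxa peptide wells and 100% = peptide-only wells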
* = called active by the depositor; & = joins results of further samples.

The first 2 entries as a preview:
Short forms – A = Mcl1-Bid inh; B = Pf gamet viab; C = Avidin fluor; D = Mcl1 Noxa PPI
COc1ccc(NC(=O)/C=C/C(=O)O)c([N+](=O)[O-])c1
  A = 6; B = 4; C = 4; D = -1
CC[C@@H](C)[C@H](NC(=O)OCc1ccccc1)c1nnc([C@@H](NC(=O)OCc2ccccc2)[C@@H](C)CC)o1
  A = -19; B = 16; C = 9; D = 3

All compounds of this part (from the top)
Short forms – A = Mcl1-Bid inh; B = Pf gamet viab; C = Avidin fluor; D = Mcl1 Noxa PPI
COc1ccc(NC(=O)/C=C/C(=O)O)c([N+](=O)[O-])c1
  A = 6; B = 4; C = 4; D = -1
CC[C@@H](C)[C@H](NC(=O)OCc1ccccc1)c1nnc([C@@H](NC(=O)OCc2ccccc2)[C@@H](C)CC)o1
  A = -19; B = 16; C = 9; D = 3
COc1cc(C(Nc2ccc(S(=O)(=O)NCC3CCCO3)cc2)C(=O)NC(C)(C)C)cc(OC)c1OC (stereo unspecified)
  A = -40; B = -10; C = 8; D = 1
CCOC(=S)N/C(=N\S(C)(=O)=O)c1ccccc1
  A = 6; B = -9; C = 3; D = 16
Cc1cc(-c2cc(-c3ccccc3)on2)nc(NCC2CC2)n1
  A = -17; B = 9; C = 10; D = 9
Cc1cc(C)n2nc(Sc3ncccc3[N+](=O)[O-])nc2n1
  A = -21; B = -18; C = 7; D = -14
Cn1nc(C(F)(F)F)c(-c2ccc(Br)cc2)c1NC(=O)c1cccnc1
  A = -33; B = -17; C = 8; D = 6
C[C@@H](C(=O)N[C@@H](Cc1ccccc1)C(=O)O)n1nnc2ccccc2c1=O
  A = -26; B = -27; C = 20; D = 35
COc1cc(/C=C2\COC/C(=C\c3cc(OC)c(OC)c(OC)c3)C2=O)cc(OC)c1OC
  A = 6; B = -5; C = 3; D = 7
COC(=O)Nc1ccc(S(=O)(=O)N2CCCC(C(=O)N3CCN(C)CC3)C2)cc1 (stereo unspecified)
  A = -8; B = -3; C = 7; D = 0
COc1c(/C=N/Nc2ccc(C(=O)O)cc2)c(CCN(C)C(C)=O)cc2c1OCO2
  A = -45; B = -30; C = 6; D = 1
O=C(O)c1ccc(Cl)c(S(=O)(=O)Nc2ccc3[nH]c(=O)[nH]c3c2)c1
  A = -3; B = -18; C = 3; D = 56*
CCOC(=O)N1CCN(C(=O)c2ccc(Cl)nc2)CC1
  A = 6; B = -13; C = 13; D = 3
CC1=Nc2cc(C(=O)NCC3CCCO3)ccc2Sc2ccc(Br)cc21 (stereo unspecified)
  A = -7; B = -2; C = 7; D = -1
CCN(CC)S(=O)(=O)c1ccc(N2CCOCC2)c(NC(=O)COc2ccc(C#N)cc2)c1
  A = -16; B = 17; C = 5; D = 25
CCOC(=O)CN1C(=N)N(c2nc(NC(C)C)nc(OC)n2)CC1=O
  A = -12; B = -9; C = 19; D = -4
O=C(NNC(=O)c1csc(-c2cccnc2)n1)Nc1ccc(Cl)cc1
  A = -7; B = 0; C = 7; D = 6
Cc1cc(C(=O)NNS(=O)(=O)c2ccc(F)cc2)nn1C(C)(C)C
  A = 42; B = 9; C = 7; D = 5
C=CCOC(=O)C1=C(C)OC(N)=C(C#N)C1c1ccco1 (stereo unspecified)
  A = -41; B = -18; C = 6; D = 5
Cc1cccn2c(=O)c(C=O)c(N3CCC4(CC3)OCCO4)nc12
  A = -11; B = 2; C = 7; D = 11
CN(C)S(=O)(=O)Nc1cccc(Br)c1
  A = -18&10; B = -9; C = 3&4; D = -3&-1
O=c1[nH]c2ccc([N+](=O)[O-])cc2nc1/C=C(\O)c1ccccc1
  A = 6; B = -8; C = 8; D = 40
N#Cc1ccccc1S(=O)(=O)Nc1ccc2c(c1)C(=O)OC2
  A = -6; B = 19; C = 7; D = -4
O=C(NCCCN1CCC(Cc2ccccc2)CC1)c1ccc2nc(N3CCOCC3)sc2c1
  A = -7; B = 7; C = 7; D = 12
COC(=O)[C@@H]1C[C@@]2(O)[C@@H](O)[C@@H](O)[C@@H](O)C[C@H]2N1CC(c1ccccc1)c1ccccc1
  A = -56; B = -12; C = 9; D = -4

Ordered by molar mass (smallest number first): three of the compounds above.
Short forms – A = Mcl1-Bid inh; B = Pf gamet viab; C = Avidin fluor; D = Mcl1 Noxa PPI
Cc1cc(-c2cc(-c3ccccc3)on2)nc(NCC2CC2)n1
  A = -17; B = 9; C = 10; D = 9
COC(=O)[C@@H]1C[C@@]2(O)[C@@H](O)[C@@H](O)[C@@H](O)C[C@H]2N1CC(c1ccccc1)c1ccccc1
  A = -56; B = -12; C = 9; D = -4
CC1=Nc2cc(C(=O)NCC3CCCO3)ccc2Sc2ccc(Br)cc21 (stereo unspecified)
  A = -7; B = -2; C = 7; D = -1

The listing continues.
Short forms – A = Mcl1-Bid inh; B = Pf gamet viab; C = Avidin fluor; D = Mcl1 Noxa PPI
O=c1c2[nH]c3ccc(F)cc3c2ncn1CCC1=CCCCC1
  A = -17; B = 11; C = 8; D = 2
Cn1cnnc1SCC(=O)N/N=C/c1ccc(OCC(N)=O)cc1
  A = -6; B = 2; C = 8; D = 1
O=C1CC(/C=C/c2ccc([N+](=O)[O-])cc2)=Nc2ccccc2N1
  A = 4; B = -28; C = 6; D = 9
CCn1c2c(c(=N)c3ccccc31)CCC2
  A = 3; B = 6; C = 8; D = 14
COc1cccc(CNC(=O)C(Cc2ccccc2)n2cccc2)c1 (stereo unspecified)
  A = -41; B = -6; C = 12; D = 5
Cc1nccc(-c2cc(-c3ccc(Cl)cc3Cl)no2)n1
  A = 5; B = -14; C = 7; D = -10
N/C(=N\OC(=O)C12CC3CC(CC(C3)C1)C2)c1ccncc1
  A = -20; B = 14; C = 4; D = 2
CC(=O)N1CSCC1C(=O)NNS(=O)(=O)c1ccccc1 (stereo unspecified)
  A = -16; B = 14; C = 6; D = -11
CCCNC(=O)c1onc(CSc2cccc(OC)c2)c1C(=O)NCCC
  A = -30; B = -32; C = 16; D = 0
O=C1CC(C(=O)Nc2cccc(F)c2)n2c(nc3ccccc32)N1 (stereo unspecified)
  A = -25; B = -2; C = 7; D = 11
CCC(CC)C(=O)N1N=C(c2ccc(NS(C)(=O)=O)cc2)CC1c1ccccc1 (stereo unspecified)
  A = 2; B = 9; C = 8; D = -8
Cc1ccccc1C(=O)Nc1nc(-c2cccnc2)cs1
  A = 18; B = 8; C = 5; D = 75*
CC(C)c1nnc(NC(=O)c2cc3cc(Br)ccc3oc2=O)s1
  A = -30; B = 4; C = 8; D = 12
Cc1ccc(S(=O)(=O)NCCC(=O)OCC(=O)NC(=O)c2cccn2C)cc1
  A = -22; B = -7; C = 12; D = 10
O=S(=O)(Nc1ccc(-c2nc3cccnc3s2)cc1)c1ccccc1F
  A = -6; B = -7; C = 6; D = 21
NC(=O)C1=C[C@@H](c2csc3ccccc23)C[C@@H](OCc2ccc(CO)cc2)O1
  A = -37; B = 2; C = 9; D = 6
CCc1c(O)c(-c2ccccc2)c(=O)n(-c2ccccn2)c1-c1ccccc1
  A = -2; B = -6; C = 5; D = 1
Cc1[nH]c(=O)[nH]c(=O)c1CSCC(=O)OCC(=O)Nc1ccccn1
  A = 33; B = 1; C = 9; D = 35
CC(=O)NNC(=O)c1nc(-c2ccccc2)c(C)o1
  A = -5; B = -3; C = 4; D = -4
NC(=O)CCC(NC(=S)Nc1ccccc1)C(=O)O (stereo unspecified)
  A = -31; B = 3; C = 4; D = 18
O=C(COC(=O)c1ccc(O)cc1)Nc1cccc(S(=O)(=O)NC2=NCCCCC2)c1
  A = -26; B = -12; C = 4; D = -6
COC(=O)[C@@H](NC(=O)N1CCC(C)CC1)C(C)C
  A = -3; B = 10; C = 5; D = -4
Cc1ccc2[nH]c(=O)c3cc(C(=O)N(C)c4ccccc4C)sc3c2c1
  A = -40; B = 0; C = 7; D = 4
COc1ccccc1-c1cn[nH]c1-c1ccc(OCc2ccccc2F)cc1O
  A = -8; B = 1; C = 7; D = 5
CCN1CCN(CC(=O)N2N=CCC2c2ccccc2)CC1 (stereo unspecified)
  A = 13; B = -19; C = 6; D = 20

More structures follow.
compound | Mcl1-Bid inh | Pf gamet viab | Avidin fluor | Mcl1 Noxa PPI
CCCC(=O)Nc1c(-c2ccccc2)c(=O)c(C)nn1-c1ccccc1 | -7 | 10 | 6 | -6
O=C(Cn1nc(C(=O)O)c2ccccc2c1=O)c1c[nH]c2ccccc12 | -17 | 22 | 3 | -7
CCCC(=O)NC(c1ccc(OCC)cc1)c1ccc(OC)c(OC)c1 (stereo unspecified) | -15 | -7 | 3 | 13
CCOC(=O)c1c(C)[nH]c(N=Nc2ccc(OC)cc2)c1C | 30 | -2 | 9 | 12
COc1ccc(/C=C/C(=O)NCCc2nc3ccccc3[nH]2)cc1 | -11 | -2 | 10 | 2
COc1ccc(/C=C2\N=C(c3ccccc3)NNC2=O)cc1 | -28 | 8 | 8 | -4
O=C(Nc1nnc(CCN2CCCCC2)s1)c1ccc(Cl)cc1Cl | 18 | -16 | 5 | 32
COCCn1cnc2c(c1=O)c1nc3ccccc3nc1n2/N=C/c1ccc(OC)c(OC)c1 | -8 | 2 | 3 | 51*
COc1ccc2c(c1)[nH]c1c(=O)n(/N=C/c3ccc(OC)c(CN4CCCCC4)c3)cnc12 | -20 | 7 | 5 | 16
CC(=O)c1sc(-c2ccccc2)cc1NS(=O)(=O)c1ccccc1 | -9 | -2 | 7 | -7
O=C(O)c1ccc(N/N=C/c2ccc(OC(=O)c3cccc(Cl)c3)cc2)cc1 | 46 | -5 | 9 | 92*
O=C(COC(=O)c1cc(=O)[nH]c2ccccc12)NCc1cccs1 | -8 | 8 | 5 | 15
CCCC1=[N+](CC(=O)c2ccc(Br)cc2)CCn2cccc21 | -81 | -8 | 5 | -8
Clc1ccccc1OCc1nn[nH]n1 | -9 | -23 | 8 | 18
O=C(Cn1cncn1)N/N=C/c1ccccc1O | -77 | 2 | 6 | -47
COC(=O)c1nc(N)sc1-c1ccc(Cl)c(Cl)c1 | -45 | 14 | 9 | 8
CC1CC(C)CN(CCCNC(=O)c2cn(C)c3ccc(S(=O)(=O)N4CCCC4)cc3c2=O)C1 (stereo unspecified) | 35 | -11 | 10 | 19
N=c1c2c(ncn1CCCO)Oc1ccc3ccccc3c1C2c1ccccc1 (stereo unspecified) | -6 | 6 | 10 | -10
Cc1ccc(-c2nnc(CCC(=O)NCc3csc(C)n3)o2)s1 | -10 | 6 | 6 | -21
CCCCCCC(=O)N(O)C1CC(=O)N(c2ccc(Cl)cc2)C1=O (stereo unspecified) | -18 | 4 | 9 | 0
COc1ccc(CNC(=O)Cn2ncn3c(cc4ccccc43)c2=O)cc1 | -5 | 3 | 7 | 3
COc1ccc(-c2ccc3c(N)c(C(=O)NC(C)C)sc3n2)cc1OC | -29 | 3 | 10 | 19
Cc1nc2c(-c3ccccc3)c(C)nn2c(SCC(N)=O)c1Cc1ccccc1 | -8 | -18 | 4 | 4
O=C(N/N=C/c1ccccn1)C(O)c1ccccc1 (stereo unspecified) | -6 | 1 | 9 | 2
CSc1nc(C)c(C(=O)C[n+]2ccccc2)cc1C#N | 0 | 7 | 5 | 10
ONC(=Nc1cccc(C(F)(F)F)c1)c1cccnc1 | -1 | -7 | 6 | -2
CC(C)(CO)Nc1nc(Cl)nc(NC2CCCCC2)n1 | -1 | -29 | 6 | 3
CC(C)n1cnc2c(Nc3cccc(Cl)c3)nc(NCCCO)nc21 | -59 | -18 | 8 | -10
COc1ccccc1NC(=O)O/N=C(\N)c1ccccc1 | -31 | 4 | 26 | 0
CCCCN(C(=O)c1ccc(S(=O)(=O)N(C)C)cc1)c1ccccc1 | -14 | 24 | 8 | 6

Random excerpt: five records from the list
compound | Mcl1-Bid inh | Pf gamet viab | Avidin fluor | Mcl1 Noxa PPI
CC(C)n1cnc2c(Nc3cccc(Cl)c3)nc(NCCCO)nc21 | -59 | -18 | 8 | -10
O=C(N/N=C/c1ccccn1)C(O)c1ccccc1 (stereo unspecified) | -6 | 1 | 9 | 2
COC(=O)c1nc(N)sc1-c1ccc(Cl)c(Cl)c1 | -45 | 14 | 9 | 8
COc1ccccc1NC(=O)O/N=C(\N)c1ccccc1 | -31 | 4 | 26 | 0
CCCCCCC(=O)N(O)C1CC(=O)N(c2ccc(Cl)cc2)C1=O (stereo unspecified) | -18 | 4 | 9 | 0

Additional entries.
compound | Mcl1-Bid inh | Pf gamet viab | Avidin fluor | Mcl1 Noxa PPI
O=C(NNC1CC(=O)N(c2ccccc2)C1=O)c1cccnc1 (stereo unspecified) | -19 | -12 | 5 | -4
CC(C)c1ncc(S(=O)(=O)c2ccc(C(F)(F)F)cn2)c(N)n1 | -12 | 23 | 5 | -11
Cc1ccc(S(=O)(=O)Nc2nc(C)c(C(=O)NNS(=O)(=O)c3ccccc3)s2)cc1 | -5 | 10 | 5 | 19
COC(=O)c1sc(-c2ccc(C(C)(C)C)cc2)cc1NC(=O)c1ccccc1C(=O)O | 8 | -8 | 7 | 51*
NS(=O)(=O)c1ccc(NC(=O)COC(=O)Cc2ccc(Cl)cc2)cc1 | -20 | -4 | 9 | -11
COc1cccc(NC(=O)C/C(C)=N/NC(=O)c2ccccc2Cl)c1 | -27 | -1 | 7 | 25
COc1ccc(CCNc2c([N+](=O)[O-])ncn2C)cc1OC | -8 | -10 | 5 | -14

This is a subset; rates above refer to the full screens.
